# Assay outcomes: PubChem BioAssay, National Center for Advancing Translational Sciences (NCATS)
# ELG1 genotox – qHTS screen for small molecules that induce genotoxicity in human embryonic kidney (HEK293T) cells expressing luciferase-tagged ELG1. Potency, µM (doses to about 46 µM), for inactives: top-dose activity change, positive = activation, actives largely listed as activators. HEK293T ELG1-luciferase reporter, luminescence, 16 h. 330,000 compounds, 1.3% hits; note: potency is the fitted concentration of half-maximal effect; % of control where 0% means no effect; nearly all actives have a fitted effect of over 60% in size
#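 HEK293T cells expressing luciferase-tagged ELG1 were exposed to compound or DMSO vehicle for 16 hr at 37 °C and 5% CO2. Luciferase activity was then measured with ONE-Glo after 30 min at room temperature.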
# ELG1 DNA repair – qHTS screen for small molecules that inhibit ELG1-dependent DNA repair in human embryonic kidney (HEK293T) cells expressing luciferase-tagged ELG1. HEK293T ELG1-luciferase reporter, luminescence, 16 h; DNA damage induced by 5-fluorouridine. Potency, µM (series often up to 46.1 µM), for the others: at the top dose activity change, negative = inhibition, actives largely listed as inhibitors. 330,000 compounds, 2.3% hits. AID 504467, 2011; note: potency is the fitted concentration of half-maximal effect; % is set by controls: 0 for no effect and ±100 for the full control effect; nearly all actives have a fitted effect of over 55% in size
#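 Quantitative HTS, concentration-response format. 2,000 cells/well co-treated with 5-fluorouridine and compound, 16 hr in 5% CO2 at 37 °C; ONE-Glo luminescence read after 30 min.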
# VP16 counter – VP16 counterscreen qHTS for inhibitors of ROR gamma transcriptional activity; Potency, µM (titrated, usually from 53.6 µM), without a hit: at the highest dose activity, negative = inhibition, actives largely listed as inhibitors; 310,000 compounds, 3.5% hits; Drosophila S2 Gal4-VP16 UAS-luciferase, luminescence, 20 h;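 note: Gal4-VP16 expression switched on by copper sulfate through the metallothionein promoter; potency is the fitted concentration of half-maximal effect; % is set by controls: 0 for no effect and ±100 for the full control effect; nearly all actives have a fitted effect of over 50% in size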
# Rab9 prom act – qHTS Assay for Rab9 Promoter Activators; Huh7 Rab9 promoter-luciferase reporter, luminescence, 24 h; Potency, µM (top dose mostly 9.22 µM), for the others: at the top dose activation, negative = inhibition, hits mostly activators; 320,000 compounds, 2.8% hits; AID 485297, 2010; note: potency is the fitted concentration of half-maximal effect; % of control where 0% means no effect; nearly all actives have a fitted effect of over 60% in size
#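 Cell-based reporter: Huh7 stable for Rab9 promoter-driven luciferase, plated in reduced-serum medium with 10% FBS at 1500 cells/well, compound-treated 24 h at 37 °C, luminescence read after 10 min reagent.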
# p53 reactivator – qHTS assay for re-activators of p53 using a Luc reporter; H1299 p53-A138V BP100-luciferase reporter, luminescence, 24 h; Potency, µM (highest dose often 92.2 µM), inactives show at the highest dose activity change, positive = activation, usual class: activators; 320,000 compounds, 0.063% hits; AID 504706, 2011; note: potency is the fitted concentration of half-maximal effect; % of control where 0% means no effect; nearly all actives have a fitted effect of over 45% in size
#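 p53-null H1299 cells stably carrying temperature-sensitive p53-A138V and a BP100-luciferase reporter were pinned with compounds (4-point, 1:5 series) and held 24 hrs at 37 deg C. Luminescence was read 10 min after detection reagent.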
# FLuc modulator – qHTS profiling assay for firefly luciferase inhibitor/activator using purifed enzyme and Km concentrations of substrates (counterscreen for miR-21 project); Luciferin 4-monooxygenase (Photinus pyralis), P08659; purified FLuc, Km substrates, luminescence inhibition; Potency, µM (titrated, usually from 57.5 µM), for the others: at the top dose activity change, negative = inhibition, hits mostly inhibitors; 360,000 compounds, 6.9% hits;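 note: potency is the fitted concentration of half-maximal effect; plate controls were vehicle for no effect and reference inhibitor for full effect; nearly all actives have a fitted effect of over 55% in size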
# Target sequence (P08659 whole entry, looked up): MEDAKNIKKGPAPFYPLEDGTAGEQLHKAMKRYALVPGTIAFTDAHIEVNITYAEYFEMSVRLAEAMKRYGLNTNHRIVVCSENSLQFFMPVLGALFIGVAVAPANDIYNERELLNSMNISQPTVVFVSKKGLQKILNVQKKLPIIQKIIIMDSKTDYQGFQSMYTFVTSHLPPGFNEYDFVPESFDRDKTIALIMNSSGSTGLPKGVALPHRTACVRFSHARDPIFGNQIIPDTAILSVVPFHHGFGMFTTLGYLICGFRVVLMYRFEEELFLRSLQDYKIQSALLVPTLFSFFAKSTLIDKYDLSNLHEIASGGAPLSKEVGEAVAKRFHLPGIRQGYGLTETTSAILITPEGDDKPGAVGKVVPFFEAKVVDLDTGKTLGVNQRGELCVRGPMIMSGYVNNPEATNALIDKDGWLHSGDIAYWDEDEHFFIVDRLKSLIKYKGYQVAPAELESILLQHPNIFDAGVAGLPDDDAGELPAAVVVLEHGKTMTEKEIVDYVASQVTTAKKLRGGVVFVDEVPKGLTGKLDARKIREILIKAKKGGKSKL
#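 Purified P. pyralis luciferase, 10 nM final, with Km-level 10 uM D-luciferin and 10 uM ATP in 50 mM Tris acetate pH 7.5, 10 mM Mg acetate, 0.01% Tween-20, 0.05% BSA; 6-point qHTS titration about 60 µM downward; luminescence read.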
# TRPV1 agonist – HTS Assay for Compounds that Act as Agonists of the Vanilloid Receptor 1. Transient receptor potential cation channel subfamily V member 1 (Homo sapiens), Q8NER1. TRPV1-expressing cells, Fluo-8 calcium influx, agonist mode. activation, % at 8.33 µM. 320,000 compounds, 0.19% hits. AID 540275, 2011; in the data active = activation above about 80%; inconclusive = between about 30% and that limit; note: 0% is about no effect
#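 Cells expressing TRPV1 were dye-loaded with Fluo-8 and read kinetically: 10 s baseline, 3 min after compound (agonist portion), then 2 min after EC20 capsaicin (allosteric enhancer portion). Calcium-bound dye fluorescence at 480/520 nm.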
# Tb PFK inh – qHTS Assay to Find Inhibitors of T. brucei phosphofructokinase; ATP-dependent 6-phosphofructokinase (Trypanosoma brucei brucei), O15648; T. brucei PFK, ADP-Glo luminescence; Potency, µM (titrated, usually from 57.5 µM), for the others: top-dose activity, negative = inhibition, actives largely listed as inhibitors; 330,000 compounds, 0.17% hits;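 note: potency is the fitted concentration of half-maximal effect; 0% = uninhibited 1x PFK enzyme wells and -100% = no-enzyme wells; nearly all actives have a fitted effect of over 60% in size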
#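 Luminescent ADP detection (ADP-Glo, two-step: ATP depletion then ADP-to-ATP conversion for luciferase) reported PFK activity after 45 min room-temperature reaction of 1.25 nM enzyme with 0.5 mM F6P and 0.1 mM ATP at pH 8.0.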
# RORg inh – qHTS for inhibitors of ROR gamma transcriptional activity | Potency, µM (series often up to 53.6 µM), for the others: top-dose activity change, negative = inhibition, most hits filed as inhibitors | 310,000 compounds, 5.4% hits | Nuclear receptor ROR-gamma (Mus musculus), P51450 | AID 2551, 2010 | Drosophila S2 Gal4-RORgamma UAS-luciferase reporter, 20 h; note: potency is the fitted concentration of half-maximal effect; % is set by controls: 0 for no effect and ±100 for the full control effect; nearly all actives have a fitted effect of over 60% in size
# Target sequence (P51450 whole entry, looked up, the tested form may be a part): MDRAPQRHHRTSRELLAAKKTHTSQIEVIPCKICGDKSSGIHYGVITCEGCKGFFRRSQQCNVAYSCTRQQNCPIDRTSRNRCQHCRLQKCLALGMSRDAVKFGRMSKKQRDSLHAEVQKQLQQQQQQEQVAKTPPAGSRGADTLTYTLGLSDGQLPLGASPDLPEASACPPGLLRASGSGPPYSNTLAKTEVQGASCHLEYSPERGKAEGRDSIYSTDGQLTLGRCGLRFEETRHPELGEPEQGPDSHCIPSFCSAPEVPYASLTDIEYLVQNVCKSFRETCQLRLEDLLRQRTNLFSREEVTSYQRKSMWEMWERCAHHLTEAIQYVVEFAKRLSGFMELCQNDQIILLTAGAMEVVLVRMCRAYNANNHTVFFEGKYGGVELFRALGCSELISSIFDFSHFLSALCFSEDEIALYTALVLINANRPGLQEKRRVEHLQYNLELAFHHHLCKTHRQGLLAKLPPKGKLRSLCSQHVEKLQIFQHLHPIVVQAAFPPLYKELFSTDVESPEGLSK
#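 In this cell-based reporter format, copper sulfate (700 uM final) drives Gal4–ROR gamma fusion expression from a metallothionein promoter in Drosophila Schneider cells; compounds preincubated 1 hr, reporter read after 20 hr at ambient temperature.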
# NPC1 prom act – qHTS Assay for NPC1 Promoter Activators. Huh7 NPC1 promoter luciferase reporter, 24 h. Potency, µM (doses to about 9.22 µM), for the others: at the highest dose activation, most hits filed as activators. 320,000 compounds, 2.4% hits. AID 485313, 2010;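 note: potency is the fitted concentration of half-maximal effect; % of control where 0% means no effect; nearly all actives have a fitted effect of over 60% in size; reporter is driven by a mutant NPC1 promoter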
#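 Luminescence read-out of NPC1 promoter-driven luciferase in stably transfected Huh7 cells; compounds delivered in DMSO and left 24 h at 37C, 5% CO2, qHTS titration format.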
# BRCA1 expr up – qHTS Assay to Identify Small Molecule Activators of BRCA1 Expression. MCF7-BRCA1-FFLuc reporter, luminescence, 48 h; response scale: scaled: vehicle 0%, 10 µM genistein 100%. Potency, µM (titrated, usually from 46.1 µM), inactives show at the highest dose activation, actives largely listed as activators. 380,000 compounds, 1.1% hits. AID 624202, 2012; note: potency is the fitted concentration of half-maximal effect; nearly all actives have a fitted effect of over 80% in size; some results filed as inactive show a strong effect at the top dose
#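 Compounds are tested at multiple concentrations on MCF7 BRCA1-luciferase reporter cells seeded at 2000 per well; after 48 h, a single luminescence end-point is taken and curves fitted to the normalized data.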
# * marks the source's active call; other numbers are inactive results; ? = inconclusive; nt = not tested or not shown; [ ] = another dose, or the depositor's remark. Unless noted, calls come from the whole dose curve; as a rule, active = well fitted curve in the direction sought with a large enough effect; inconclusive = small, poorly fitted or top-dose-only effect, or another doubt; inactive = no such curve, though single readings can be large; an effect the other way counts as inactive or inconclusive.
SMILES,ELG1 genotox,ELG1 DNA repair,VP16 counter,Rab9 prom act,p53 reactivator,FLuc modulator,TRPV1 agonist,Tb PFK inh,RORg inh,NPC1 prom act,BRCA1 expr up
O=C(COC(=O)c1ccc(-n2cnnn2)cc1)Nc1cc(Cl)ccc1F,-1%,28%,nt,2%,-5%,5%,1,-12%,nt,-8%,0%
CCC[C@@H](CN1CCC[C@H]1CN1C(N)=NC[C@H]1C(C)C)N1C[C@@H]([C@H](C)CC)N(CCCC2CCCC2)C1=N,1%,15%,nt,nt,-1%,nt,nt,8%,nt,nt,12%
CC(=O)c1ccc(NS(=O)(=O)c2c(C)cc(C)cc2C)cc1,11%,-2%,-10%,?,12%,?,2,4%,32%,21%,79%
N=c1n(Cc2ccccc2)c2ccccc2n1CC(O)COc1ccc(Cl)cc1Cl (centres undefined),4%,?,?,-8%,-10%,-9%,1,-6%,?,-4%,-78%
COC(=O)c1c(S(=O)(=O)NCc2ccccc2)sc(C(=O)O)c1C,1%,7%,-6%,-5%,-4%,0%,-1,-2%,19%,-1%,-7%
O=C(O)c1ccccc1C(=O)Nc1ccc(Br)c2cccnc12,6%,11%,-19%,3%,-2%,24µM*,-3,9%,7%,-1%,7%
Cn1cccc1-c1nc2ccc(NC(=O)c3ccccc3)cc2[nH]1,?,?,6%,28%,-10%,15µM*,21,-1%,?,16%,?
O=C(O)CSc1ncnc2sc(-c3ccccc3)cc12,-5%,1%,-18%,13%,0%,13µM*,-1,1%,8%,8%,16%
CC(C)CN(C(=O)CCNC(=O)c1ccccc1Cl)C1CCS(=O)(=O)C1 (centres undefined),1%,2%,nt,-3%,14%,-1%,1,-4%,nt,0%,2%
CCC(C)NC(=O)C1=C(C)C(=O)OC12CCC(C)CC2 (centres undefined),2%,3%,-9%,2%,-3%,7%,-4,-5%,-21%,0%,15%
CC12CCC(C(=O)NNc3ccc([N+](=O)[O-])cc3)(CC1=O)C2(C)C (centres undefined),0%,9%,-4%,-3%,-3%,8%,-2,-5%,16%,-6%,-1%
CC(=O)c1ccc(S(=O)(=O)N2CCn3cccc3C2C)cc1 (centres undefined),2%,12%,nt,-1%,-2%,0%,-4,?,nt,0%,6%
O=C(O)COc1ccc(Br)cc1/C=N\Nc1ccccn1,0%,1%,-21%,6%,10%,?,2,-4%,2.2µM*,0%,-20%
Cn1c(=O)oc2cc(S(=O)(=O)N3CCCCC3)ccc21,4%,11%,-21%,1%,6%,0%,4,-3%,-8%,-1%,-2%
O=C(CN1CCN(S(=O)(=O)c2ccccc2)CC1)Nc1ccc(Cl)c(Cl)c1,-7%,?,?,-1%,3%,6%,2,-16%,-21%,-1%,-2%[1.84 µM]

# At a glance, part of the list above.
SMILES,ELG1 genotox,ELG1 DNA repair,VP16 counter,Rab9 prom act,p53 reactivator,FLuc modulator,TRPV1 agonist,Tb PFK inh,RORg inh,NPC1 prom act,BRCA1 expr up
O=C(COC(=O)c1ccc(-n2cnnn2)cc1)Nc1cc(Cl)ccc1F,-1%,28%,nt,2%,-5%,5%,1,-12%,nt,-8%,0%
CCC[C@@H](CN1CCC[C@H]1CN1C(N)=NC[C@H]1C(C)C)N1C[C@@H]([C@H](C)CC)N(CCCC2CCCC2)C1=N,1%,15%,nt,nt,-1%,nt,nt,8%,nt,nt,12%
CC(=O)c1ccc(NS(=O)(=O)c2c(C)cc(C)cc2C)cc1,11%,-2%,-10%,?,12%,?,2,4%,32%,21%,79%

# The results go on:
SMILES,ELG1 genotox,ELG1 DNA repair,VP16 counter,Rab9 prom act,p53 reactivator,FLuc modulator,TRPV1 agonist,Tb PFK inh,RORg inh,NPC1 prom act,BRCA1 expr up
O=C1CCCN1CCCN=c1c([N+](=O)[O-])nn(-c2ccc(Cl)cc2)n1O,13%,-28%,2%,18%,27%,-2%,2,0%,-31%,11%,-29%
CCC(C)NC(=O)NCc1ccccc1F (centres undefined),0%,4%,-1%,-2%,1%,5%,1,3%,-14%,-2%,5%
CCC(=O)NCCCc1nc2ccccc2n1Cc1ccccc1F,-4%,5%,10%,?,-4%,-1%,12,0%,9%,-6%,-20%
COc1ccc(-c2cc(=O)oc3c(C)c(OC(C)C(=O)NCc4ccccn4)ccc23)cc1 (centres undefined),?,?,1%,-3%,nt,6%,5,-2%,-16%,-11%,-19%
Cc1nn(Cc2ccc(F)cc2)c(Cl)c1/C=N/NC(=O)c1ccccc1,-2%,-8%,5%,22%,4%,?,?,-9%,?,8%,13%
CN1CCCC(OC(=O)c2cc(Cl)ccc2Cl)C1 (centres undefined),4%,-3%,4%,-3%,2%,0%,-2,-4%,-7%,-5%,-2%
CCOC(=O)N1CCN(C(=O)C2CCN(S(=O)(=O)c3ccc(Cl)cc3)CC2)CC1,1%,-18%,7%,1%,0%,5%,-1,3%,12%,2%,-2%[1.84 µM]
CCOc1cc(/C=N/Nc2nc3ccccc3[nH]2)cc(Br)c1OCC(=O)N(C)C,-15%,23µM*,-1%,0%,-4%,24µM*,-4,2%,?,0%,-50%
COc1ccc(-c2cc(=Nc3ccc(C(=O)O)cc3)c3cc(C)ccc3o2)cc1,?,?,?,?,30%,9.5µM*,?,3%,-39%,?,?
CCC(C)NC(=O)CCn1c(-c2ccc(F)cc2)cc(C(C)=O)c1C (centres undefined),4%,13%,-1%,13%,-1%,0%,?,1%,32%,-1%,2%
COC(=O)C(CCSC)NC(=O)CNC(=O)C1CCCCC1 (centres undefined),nt,nt,2%,nt,nt,-1%,2,nt,2%,nt,3%
CCCc1cc(-c2nc(N)ncc2-c2csc(C)n2)c(O)cc1OC,4%,?,-2%,-1%,-3%,-11%,9,-5%,24%,-8%,-44%
NC(N)=N/N=C/c1cc([N+](=O)[O-])ccc1O,2%,11%,-8%,-1%,14%,-2%,0,-26%,18%,0%,-6%
CC1CCN(C(=O)COC(=O)c2cccs2)CC1,?,?,nt,nt,?,nt,nt,2%,nt,nt,?
CN(C)/C=C1\C(=O)NN=C1c1ccccc1,-1%,3%,4%,-2%,7%,1%,0,3%,-42%,2%,1%
O=C(Cn1ncc2c3ccccc3n(Cc3cccc(Cl)c3)c2c1=O)NCC1CCCO1 (centres undefined),0%,11%,2%,0%,6%,0%,1,4%,16%,0%,-5%
Nc1cc(S(=O)(=O)N2CCOCC2)ccc1Oc1ccc(F)cc1,-11%,?,-4%,-6%,1%,0%,1,-2%,?,-8%,34%
N=C1/C(=C\c2ccc(OCc3ccccc3)cc2)C(=O)N=C2SC(N3CCCC3)=NN12,4%,17%,4%,3%,11%,?,17,4%,-9%,-2%,nt
COc1ccc(NC(=O)CN(C)C(=O)c2ccc3ccccc3c2)cc1,-2%,17%,nt,-5%,-1%,5%,2,10%,nt,-1%,7%
COc1ccc(NC(=S)NC(=O)c2ccc(Br)o2)cc1,?,?,?,3.2µM*,29%,9.5µM*,25,3%,1µM*,?,6.3µM*
Cc1ccc(Oc2nc3c(C)cccn3c(=O)c2/C=C(\C#N)C(N)=O)cc1,-5%,?,-6%,1%,-1%,-3%,0,7%,-16%,-6%,-7%
COc1cc(NC(=O)c2cnc(NCc3ccccc3)nc2C)cc(OC)c1OC,-7%,?,-21%,-14%,-1%,-16%,-6,-1%,25%,-1%,-40%
Cc1cccc(NC(=O)N2C3CCCC2CC(NC(=O)C(C)(C)C)C3)c1 (centres undefined),-17%,?,-2%,1%,nt,4%,-2,1%,28%,-1%,-3%
COc1cc(OC)cc(N(C(=O)c2ccco2)C(C(=O)NC2CCCC2)c2ccc(N(C)C)cc2)c1 (centres undefined),0%,?,0%,5%,-3%,0%,?,1%,6%,-10%,-30%
Cc1ccc2nc(-c3cccc(S(=O)(=O)N4CCCC4)c3)cn2c1,7%,?,?,0%,-5%,6.7µM*,13,4%,-19%,-1%,24%
CCc1ccc(Nc2nc3ccccc3c(=O)s2)cc1,5%,22%,1.4µM*,13%,-7%,-6%,6,-3%,0.89µM*,16%,2%
